Screening results (PubChem)
14-3-3 PPI = modulators of 14-3-3 gamma protein binding, primary screen, biochemical, fluorescence polarization | 14-3-3 protein gamma (Homo sapiens), P61981 | FP, 14-3-3gamma / TMR-pS259-Raf peptide binding | inhibition, % at 40 µM | 0.19% of 160,000 active | AID 422, 2006; in the data active = inhibition above about 30%;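 also: 0% = protein plus tracer without compound and 100% = blank with tracer alone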
Target sequence (P61981 whole entry, looked up): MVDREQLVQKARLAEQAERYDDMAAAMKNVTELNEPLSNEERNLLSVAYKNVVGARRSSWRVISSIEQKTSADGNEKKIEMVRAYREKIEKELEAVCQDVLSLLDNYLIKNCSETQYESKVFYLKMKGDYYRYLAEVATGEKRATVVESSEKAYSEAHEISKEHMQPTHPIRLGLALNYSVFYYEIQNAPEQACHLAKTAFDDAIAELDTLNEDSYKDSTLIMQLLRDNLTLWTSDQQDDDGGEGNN
* hit, by the source's call; & = joins results of further samples.

14-3-3 PPI | smiles
6.0 | CC(NC(=O)Nc1ccccc1C(F)(F)F)C1CCCO1 (stereo unspecified)
-5.9 | CCCn1cc(SCC(=O)N2N=C(c3cccs3)CC2c2ccc(C)cc2)c2ccccc21 (stereo unspecified)
3.7 | Cc1cccn2c(=O)c3cc(C(=O)N4COCC4(C)C)sc3nc12
-2.8 | CCc1cc(-c2n[nH]c(C)c2Oc2ccccc2)c(O)cc1OC(C)C
-2.2 | CC(=O)C1C(c2cccnc2)NC(=O)NC1(O)C(F)(F)F (stereo unspecified)
-8.3 | COc1ccc(C(=O)N2c3ccccc3C(N(C(C)=O)c3ccccc3)CC2C)cc1 (stereo unspecified)
-6.3&-6.8 | CC(C)N1C(=O)CN(C2CCCCCC2)C(=O)C1c1ccccc1F (stereo unspecified)
-1.4 | O=c1c2ccccc2ncn1C1CCCCC1
-6.5 | CC1(C)Cc2c(sc(NC(=O)c3ccco3)c2C#N)C(C)(C)N1
5.2 | CCOc1ccc(CCNC(=O)c2oc3c(c2C)-c2[nH]ncc2CC3)cc1OCC
-2.8 | CC1=C(C#N)C(c2cn(-c3ccccc3)nc2-c2cccs2)C(C#N)=C(C)N1
-4.2 | O=c1[nH]c2ccc(S(=O)(=O)NCCC3=CCCCC3)cc2s1
-2.5 | CCOC(=O)C1CCN(Cc2c(F)cccc2Cl)CC1
6.5 | O=C(Nc1cccc([N+](=O)[O-])c1)c1ccc(Br)c(S(=O)(=O)NCc2ccccc2)c1
-11.6 | CCOC(=O)C1=C(N2CCCCC2)c2cc3c(n2C1=O)CCCC3
-3.3 | COc1ccc(OC)c(NC(=O)c2coc(=O)c3ccccc23)c1
1.1 | COc1cc(C(=O)NCc2nnc(SCC(=O)N3CCCCC3)o2)cc(OC)c1OC
-21.9 | COc1ccc(Cl)cc1N1C(=O)C(Cl)=C(N2CCCCC2)C1=O
-67.5 | Cc1ccc(NC(=O)C2CCN(S(=O)(=O)c3cccc4nonc34)CC2)c(C)c1
-4.3 | CCOC(=O)c1c(NC(=O)CSC2=NCCS2)sc2c1CCCC2
-0.4 | COc1ccc(C2C(C(=O)OC(C)C)=C(C)NC3=C2C(=O)CCC3)c(OC)c1 (stereo unspecified)
-13.1 | CCOc1ccc2[nH]c(=O)c(CN(Cc3ccc(C)cc3)C(=O)N3CCCC3)cc2c1
1.8 | COCCn1c(=O)[nH]c2cc(C(=O)N3CCN(c4ccccc4F)CC3)ccc2c1=O
1.8 | Cc1ccnc(NC(=O)c2cccc([N+](=O)[O-])c2C)c1
-3.4 | Cc1ccccc1N=c1oc2ccccc2cc1C(=O)Nc1cccc(C(F)(F)F)c1
-5.2 | c1ccc2c(-c3ccncc3)c[nH]c2c1
1.7 | CC1=C(C(=O)Nc2ccc(Cl)cc2)C(c2ccc(F)cc2)NC(=O)N1 (stereo unspecified)
6.3 | CCOc1ccc(C2Nc3ccc4ncccc4c3C3=C2C(=O)CCC3)cc1 (stereo unspecified)
-64.5 | CCCc1cc2c(=O)c(-c3nc4ccccc4s3)c(C)oc2cc1OC(C)=O
1.0 | COC(=O)c1c(NC(=O)c2cccc(C)c2)sc2c1CCC(C)C2 (stereo unspecified)
-0.4 | COc1cccc(-n2c(SCc3c(C)noc3C)nnc2-c2cccc(S(=O)(=O)N(C)C)c2)c1
-5.7 | CCC(=O)N1CCc2cc(Br)cc(S(=O)(=O)NCc3ccc(F)cc3)c21
-4.2 | C#CCOc1ccc(Cl)cc1/C=N/O
-0.6 | O=C(NCCN1C(=O)C2C3C=CC(C3)C2C1=O)Nc1cccnc1 (stereo unspecified)
-2.0 | Cc1ccc(S(=O)(=O)n2c(=O)oc3cc(Br)ccc32)cc1
-2.3 | COc1ccc(OC)c(C2C(N3C(=O)c4cccc([N+](=O)[O-])c4C3=O)C(=O)N2c2cc(Cl)ccc2C)c1 (stereo unspecified)
-1.9 | COc1ccc(-n2c(Cc3cccn3C)nnc2SCC(=O)Nc2cccc(Cl)c2)cc1
-7.9 | CCCCCNC(=O)c1ccc2c(=O)n(Cc3ccccc3Cl)c(=S)[nH]c2c1
2.2 | CCN(CC)C(=O)Cn1cnc2sc(C(=O)N3CCN(c4cccc(Cl)c4)CC3)c(C)c2c1=O
-5.1 | Cc1ccc(-n2c(Cc3cccn3C)nnc2SCC(=O)Nc2cc(C)on2)cc1
3.3 | CC1(C)Cc2c(c(-c3ccccc3)nc3oc(C(=O)c4ccc(Cl)cc4)c(N)c23)CO1
0.4 | O=C(CSc1nc2c(cnn2-c2ccc(Cl)cc2)c(=O)[nH]1)OCc1ccccc1
-9.5 | COc1ccc(N=Cc2ccc([N+](=O)[O-])cc2O)c([N+](=O)[O-])c1
-21.9 | C/C(N)=C(/C#N)C(=O)CSc1nnc(Nc2cccc(C)c2)s1
4.2 | COc1ccc(C(C)=O)cc1COC(=O)c1c(C)noc1C
-7.2 | COc1ccc2[nH]c(C)c(CN3CCN(C)CC3)c(=O)c2c1
-9.4 | CC1(C)CC(=O)c2cc(OCC(=O)N3CCCCCC3)ccc2O1
2.8 | COc1ccccc1N(CC(=O)Nc1cc(C)on1)S(=O)(=O)c1cccs1
-19.7 | Cc1cccc(C#N)c1N=C1CCCN1Cc1ccccc1
-0.6 | O=C(c1n[nH]c(=O)c2ccccc12)N1CCOCC1

New compounds follow.
14-3-3 PPI | smiles
-8.3 | Cc1ccc(CNC(=O)CCS(=O)(=O)c2ccc(Br)s2)cc1
-4.2 | N#Cc1cc2c(nc1SCC(N)=O)CCCCC2
-1.0 | CC(=O)N(c1ccc2oc3c(c2c1)CCCC3)S(=O)(=O)c1cccc([N+](=O)[O-])c1
11.6 | Cc1ccc(/C(O)=C2\C(=O)C(=O)N(CCCN(C)C)C2c2ccco2)cc1 (stereo unspecified)
-6.6&-11.2 | Cc1ccccc1-n1nnc2c(=O)oc3ccccc3c21
-191.8 | CCC(=O)Nc1ccc(S(=O)(=O)N2c3ccccc3CC2C)cc1 (stereo unspecified)
-16.0 | COc1ccc(C2CC(c3c(-c4ccccc4)c4cc(Br)ccc4[nH]c3=O)=NN2C(=O)c2ccncc2)cc1 (stereo unspecified)
2.4 | O=C(CSc1nc2c(sc3ccccc32)c(=O)n1CCO)Nc1ccc(F)cc1
-5.2 | CCCNC(=O)c1sc2nc(-c3ccc(OC)cc3)cn2c1C
-21.0 | O=C(c1cc(-c2ccco2)nn1-c1cccc(Cl)c1)N1CCCCC1
-1.0 | COc1ccc2nc(NC(=O)c3cccc(OCc4ccccc4)c3)sc2c1
6.7 | CC1(C)CC(N2COc3ccc4c5c(oc4c3C2)C(=O)c2ccccc2C5=O)CC(C)(C)N1
-3.1&2.8 | CNC(=O)c1ccc(Oc2ccc(C(=O)NC)cc2)cc1
-10.2 | Cc1ccc(Cc2c(C)nc3c(C(=O)NC4CCCC4)cnn3c2C)cc1
-3.2 | Cc1c(C(=O)Nc2c(C)n(C)n(-c3ccccc3)c2=O)cccc1[N+](=O)[O-]
-25.9 | COc1ccc(C)cc1NC(=O)c1cc(S(=O)(=O)N2CCN(c3ccc(C)cc3)C(C)C2)ccc1F (stereo unspecified)
6.1 | N=c1oc2ccccc2cc1C(=O)Nc1cccc(C(F)(F)F)c1
-3.0 | CC(C)CC(=O)N/C(N)=N/c1nc2ccccc2s1
6.0 | CCC(Sc1nc2c(sc3ccccc32)c(=O)n1CCCOC)C(=O)N1CCOCC1 (stereo unspecified)
-2.0 | c1ccc(-c2n[nH]c(-c3ccccn3)n2)nc1
1.1 | CCOC(=O)c1c(NC(=O)CN2CC(C)OC(C)C2)sc(C)c1C (stereo unspecified)
-5.8 | CCCN(CCC)S(=O)(=O)c1ccc2c(c1)CCN2C(=O)C1CCC1
-6.1 | CCCOC(=O)c1cc2ccccc2oc1=O
1.8 | O=C(NCc1ccco1)C1CCCN1C(=O)NCc1ccccc1 (stereo unspecified)
-0.9 | COc1ccccc1C1CC(c2ccccc2)Nc2ncnn21 (stereo unspecified)
-1.9 | COCc1nc2ccccc2n1CCOc1ccc2ccccc2c1
1.9 | CCOC(=O)c1cc2c(=O)n3ccccc3nc2n(C2CCCCC2)c1=NC(=O)c1ccc(-c2ccccc2)cc1
10.1 | CC(=O)c1cccc(NC(=O)CN2C(=S)NC(C)(C)CC2C)c1 (stereo unspecified)
-2.4 | CCn1cc(C(=O)O)c(=O)c2cc3c(cc21)OCO3
-13.1 | O=[N+]([O-])c1ccc(C=NCC23CC4CC(CC(C4)C2)C3)cc1
-3.2 | C=CCOc1cccc(C2C(C(=O)c3ccc(C)o3)=C(O)C(=O)N2Cc2ccncc2)c1 (stereo unspecified)
-3.3 | CC(=O)Nc1ccc(N2C(=O)C3C4CCC(C4)C3C2=O)cc1 (stereo unspecified)
-3.2 | COc1ccc(NC(=O)C2=C(C)NC(=O)NC2c2ccc(O)c(OC)c2)c(OC)c1 (stereo unspecified)
-0.8 | Cc1cccc(C)c1OCc1nnc(SCC(=O)Nc2nccs2)o1
-4.4 | CCn1c(SCC(=O)Nc2ccc(N(C)C)cc2)nnc1-c1cccc(C)c1
-62.1 | N#Cc1ccc(-c2cccs2)nc1SCC(=O)Nc1ccc(I)cc1
-3.9 | Cc1nnc(SCC(=O)Nc2ccc(O)cc2)c2ccccc12
-4.3 | CC(C)(C)OC(=O)NCCc1nnc(SCC(=O)Nc2cccc(Cl)c2)o1
-7.8&3.4 | CC1(O)c2ccccc2C(=O)N1CCc1ccccc1F (stereo unspecified)
-4.5 | Nc1ccc(Oc2cccc(-c3ccc(N)cc3)c2)cc1
6.7 | CN(C)S(=O)(=O)c1ccc(N2CCCC2)c(C(=O)Nc2ccccc2N2CCOCC2)c1
-3.2 | Cc1cc(C)cc(NC(=O)CCCn2c3ccccc3c(=O)c3cc(C)ccc32)c1
1.9 | CCN(CCCNC(=O)CCCN1C(=O)COc2ccc(C)cc21)c1cccc(C)c1
5.6 | CCOC(=O)CSc1nc2c(c(=O)n(C)c(=O)n2C)n1Cc1ccc(C)cc1
-268.8 | COc1ccc(-c2cn(-c3ccc(Br)cc3)c(=O)[nH]2)cc1
-7.9 | Cn1c(C(=O)N2CCCC(C(=O)NCc3cccs3)C2)cc2sccc21 (stereo unspecified)
2.5 | Cn1c(=O)c2c(nc(NCCCc3ccccc3)n2Cc2ccc(Br)cc2)n(C)c1=O
0.4 | Cc1ccc(N=c2oc3ccc([N+](=O)[O-])cc3cc2C(=O)Nc2nccs2)cc1
0.6 | Cc1nn(Cc2ccccc2Cl)c2sc(C(=O)OC3CCCC3=O)cc12 (stereo unspecified)
-8.8 | COC(=O)CN1C(=O)C(O)(CC(=O)c2ccc(C)cc2)c2ccccc21 (stereo unspecified)

Going on with the list:
14-3-3 PPI | smiles
-28.5 | Cc1ccccc1OCC(=O)Nc1cc(-c2nc3ccccc3o2)ccc1Cl
-0.1 | NS(=O)(=O)c1ccc(CCNC(=O)C2CCN(S(=O)(=O)N3CCOCC3)CC2)cc1
-20.4 | O=C(Nc1ccc(NC(=O)c2cccs2)cc1Cl)c1ccccc1
-8.3 | CCOc1ccc(-c2cc3cc(OC)c(OC)cc3c(Cc3ccc(OC)c(OC)c3)n2)cc1
-3.9 | CCOC(=O)C1CCc2sc(N)c(C#N)c21 (stereo unspecified)
4.6 | CC(C)CC(NS(=O)(=O)c1ccc(F)cc1)C(=O)O (stereo unspecified)
-6.5 | CC1CCCN(CCCNC(=O)C2CCCN(S(C)(=O)=O)C2)C1 (stereo unspecified)
-6.5 | Cc1ccc(CSCc2ccc(C(=O)NC3CC3)o2)cc1
-45.3 | CCCCc1ccc(NC(=O)COc2ccc(Cl)cc2)cc1
-17.2 | CCCn1c(=NC(=O)c2ccc([N+](=O)[O-])cc2)c(C(=O)OCC)cc2c(=O)n3ccccc3nc21
-13.0 | COCCNC(=O)CN1C(=O)CSc2ccc(S(=O)(=O)N3CCOCC3)cc21
-3.7&-5.8 | Cc1c(C(=O)NC2CCCc3ccccc32)oc2ccc(S(=O)(=O)N3CCOCC3)cc12 (stereo unspecified)
-43.2 | COCCOc1cc([N+](=O)[O-])cc2c1C(=O)Nc1ccccc1O2
-9.7 | CCOc1cccc(C2NC(=O)NC(C)=C2C(=O)OCC(F)(F)F)c1 (stereo unspecified)
-8.4 | C=CCNC(=O)c1sc(=S)n(-c2ccc(C)c(C)c2)c1N
-6.3 | COc1ccccc1N1CCN(C(CNS(=O)(=O)c2ccccc2)c2cccnc2)CC1 (stereo unspecified)
-2.9 | O=C(Nc1nc(-c2ccc([N+](=O)[O-])cc2)cs1)c1ccc(Cl)s1
-4.9&-15.3 | O=C(CCCCCN1C(=O)c2ccccc2C1=O)Nc1nccs1
-60.1 | CC(C)c1ccc(C2C3=C(CCCC3=O)NC3=C2C(=O)c2ccccc23)cc1 (stereo unspecified)
-3.2 | Cc1ccc2nsnc2c1NC(=O)c1cc([N+](=O)[O-])ccc1Br
4.2 | O=C(Cn1nc(Cc2cccnc2)c2ccccc2c1=O)NCC1COc2ccccc2O1 (stereo unspecified)

An excerpt (hit frequency here may not be typical).
